Ecoli WT expand = blocks growth of wild type E. coli BW25113. OD600 absorbance. growth inhibition, % at 100 µM. 98,000 tested, 0.15% active. AID 710;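 active = growth inhibition above about 50% at one test dose, limit read from the data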;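 note: growth measured after 20 h incubation at 37 °C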
cytoskel mod = cytoskeleton assembly modification; HUVEC TNFa F-actin phalloidin imaging, high content; inhibition, % at 2 µM; 91,000 tested, 0.18% active;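 active = inhibition above the batch mean plus 3 SD and confirmed as a hit by visual image inspection, cut at about 30% in these data, passing the limit was not always enough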; note: strong numbers were not always called active
PLK1 PBD inh = inhibitors of human Plk1 polo box domain binding | Plk1 PBD phosphopeptide binding, fluorescence polarization | 97,000 tested, 0.13% active | P53350 | inhibition, %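 (tested at about 20 µM)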 | AID 693; in the data active = inhibition above about 34%, passing the limit was not always enough
HUVEC tox TNFa = toxic to HUVEC cells under TNF alpha stimulation; 93,000 tested, 0.17% active; cell count reduction, % at 2 µM; HUVEC TNFalpha-stimulated, Hoechst cell count, imaging;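 active = cell count reduction exceeding the screen mean by over 5 SD, scaled to untreated wells per plate, cut at about 78% in these data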;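 note: cells counted after 24 h of TNF alpha exposure following the 1 h pretreatment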
VCAM1 TNFa inh = reduces TNF alpha induced VCAM1 expression in HUVEC; 95,000 tested, 0.48% active; HUVEC TNFa-induced VCAM-1 immunofluorescence, high-content imaging; inhibition, % at 2 µM;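 active = inhibition above the batch mean plus 3 SD, with images confirmed as a hit by eye, cut at about 37% in these data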;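 note: 0% = TNF-stimulated DMSO wells and 100% = unstimulated control wells; not every result past the cut was called active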
HUVEC tox IL1B = toxic to HUVEC cells under IL-1B stimulation; HUVEC cell count loss, Hoechst imaging, IL-1B stimulated; cell count reduction, % at 2 µM; AID 845; 94,000 tested, 0.41% active;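 active = cell count reduction more than 3 SD above the screen-wide mean, cut at about 70% in these data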;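 note: normalized per plate to untreated control cells as the no-loss baseline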
hDAT+cocaine = human DAT dopamine uptake with cocaine, either direction | LLC-PK1 hDAT cells, [14C]-dopamine uptake with cocaine IC80; actives deviate in either direction | B-score at 10 µM | AID 449768 | Q01959 | 110,000 tested, 1.3% active;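 active = Z score or B-score, a plate-position-corrected score, falls beyond the plate's 99.7% confidence bounds, in either direction; inactive = both scores lie inside the 99.7% bounds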;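 note: scored against the spread of the other compound wells on the same plate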
Target sequence (Q01959 whole entry, looked up): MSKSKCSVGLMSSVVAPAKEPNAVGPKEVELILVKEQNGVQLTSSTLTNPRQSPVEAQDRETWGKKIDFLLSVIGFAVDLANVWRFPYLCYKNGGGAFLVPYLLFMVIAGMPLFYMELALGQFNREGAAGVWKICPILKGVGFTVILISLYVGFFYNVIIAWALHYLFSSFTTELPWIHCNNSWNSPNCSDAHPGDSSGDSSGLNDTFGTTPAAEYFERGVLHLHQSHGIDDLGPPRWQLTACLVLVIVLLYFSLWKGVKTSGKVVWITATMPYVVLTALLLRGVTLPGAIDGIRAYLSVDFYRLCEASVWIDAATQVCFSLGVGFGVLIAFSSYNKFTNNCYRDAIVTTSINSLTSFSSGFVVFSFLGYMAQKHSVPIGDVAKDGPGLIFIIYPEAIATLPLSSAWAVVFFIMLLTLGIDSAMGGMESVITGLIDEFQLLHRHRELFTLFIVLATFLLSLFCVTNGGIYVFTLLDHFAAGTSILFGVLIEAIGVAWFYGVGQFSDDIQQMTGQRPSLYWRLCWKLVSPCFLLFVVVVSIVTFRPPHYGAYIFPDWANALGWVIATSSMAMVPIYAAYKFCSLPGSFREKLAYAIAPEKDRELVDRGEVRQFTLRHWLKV
PLK1 inh = inhibitors of human PLK1 kinase | inhibition, % at 10 µM | AID 619 | 97,000 tested, 0.53% active | recombinant PLK1 kinase, TR-FRET peptide phosphorylation;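 active = inhibition of 50% or more in the single-concentration screen; inactive = inhibition below 50%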;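 note: 0% = DMSO max control and 100% = H-89 dihydrochloride min control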
sEH inh = blocks human soluble epoxide hydrolase activity | P34913 | recombinant human sEH enzymatic activity assay | inhibition, % at 2 µM | 91,000 tested, 0.34% active; in the data active = inhibition above about 80%; note: values of inactives mirror those of a sister screen read the other way; many of its hits are not listed in these tables
Numbers without * were called inactive; . = not tested or not shown.

Each structure is followed by: sEH inh	hDAT+cocaine	HUVEC tox TNFa	HUVEC tox IL1B	Ecoli WT expand	cytoskel mod	PLK1 inh	VCAM1 TNFa inh	PLK1 PBD inh
Cc1occc1-c1nnc(SCC(=O)NCc2cccs2)n1-c1ccc(F)cc1
→ -4	1.2	6	-2	-9	-31	6	-19	-13
COc1ccc(OC)c(N(CC(=O)NCc2ccccn2)S(C)(=O)=O)c1
→ 4	-1.7	2	-17	-1	-18	-8	11	-6
O=C(O)C1CCCCC1C(=O)NCCCc1ccccc1 (stereo unspecified)
→ -3	-0.41	3	-39	-1	-4	-7	6	3
Cc1cc(C)c2c(n1)sc1c(=O)n(Cc3ccccc3Cl)nnc12
→ -3	.	-3	-7	-10	12	-11	-4	-6
Cc1ccc(N(C(C)C(=O)N2CCCCC2)S(C)(=O)=O)cc1C (stereo unspecified)
→ -4	-0.026	-22	-14	-4	2	-7	0	-14
CCOC(=O)CCSc1nnc(-c2cccnc2)n1-c1ccccc1OC
→ 3	.	-21	-14	-3	-7	-5	-18	-4
CCCCn1nc2cc(C(=O)NCc3ccc(OC(F)(F)F)cc3)ccc2c1OC
→ 25	-0.052	-8	-30	2	-15	-3	20	-19
CCN(CC)S(=O)(=O)c1ccc(OC)nc1
→ -11	0.18	-30	.	-5	11	-10	8	27
O=C(NNC(=O)c1sc2cccc(Cl)c2c1Cl)Nc1ccccc1
→ 13	-0.13	-5	20	1	2	-9	-2	-19
CC1=C/C(=N\OS(=O)(=O)c2ccccc2)C(C)=CC1=O
→ 1	-0.025	4	-8	-5	8	1	10	11
O=C(NCSc1ccnc(SCNC(=O)c2ccc(F)cc2)n1)c1ccc(F)cc1
→ 3	0.32	-3	2	0	7	-2	2	-16
O=C(Nc1ccc(F)cc1)c1sccc1SCc1cccc(C(F)(F)F)c1
→ -6	-0.58	-1	9	4	-12	-11	13	-31
Cc1ccc(C(=O)O)cc1S(=O)(=O)N1CCC(C(=O)O)CC1
→ -1	-1.3	13	-5	-2	9	-7	-11	-2
COc1ccc(OC)c(-c2cc(C(=O)NCc3cccs3)no2)c1
→ 8	0.14	-26	-11	-7	-14	2	15	-13
CCOC(=O)C(NC(C)=O)C(OC(C)=O)c1cccc([N+](=O)[O-])c1 (stereo unspecified)
→ 1	0.016	24	15	7	-1	-4	-3	-13
Cc1ccc2[nH]c(=O)c(CN(CCc3ccccc3)C(=O)N3CCOCC3)cc2c1
→ -6	0.99	-64	-8	-8	3	0	-9	-23
CCOC(=O)CCCc1sc(N)nc1-c1[nH]c(=O)[nH]c1C
→ -12	-0.65	-13	-20	3	-5	-8	-2	6
Cn1c(C(=O)O)c(CC(=O)NCC2COc3ccccc3O2)c2ccccc21 (stereo unspecified)
→ 1	-1.3	-23	-8	0	27	-6	1	-38
CCOC(=O)C1=C(CN2CCN(c3ccc(F)cc3)CC2)NC(=O)NC1c1cccs1 (stereo unspecified)
→ 2	0.49	-37	-10	-12	12	-5	2	-4
COc1ccc(CCNc2nc(N3CCCCC3)nc(N3CCCCC3)n2)cc1OC
→ -1	-0.13	-23	18	-15	-6	-19	24	1
O=C(CN1CCN(c2ncccn2)CC1)N1CCCc2c1c(=O)oc1ccc(O)cc21
→ -11	-0.94	-9	0	.	4	-7	19	-7
COc1ccc(OCC(=O)Nc2ccc(S(=O)(=O)Nc3cc(C)nc(C)n3)cc2)cc1
→ 6	-0.36	-27	-8	-2	16	-7	1	-15
Nc1nnc(SCC(=O)NC23CC4CC(CC(C4)C2)C3)s1
→ 8	-1.5	-10	-37	1	3	-3	-6	4
Cc1ccc(NCCC(=O)c2ccc(Br)cc2)cc1
→ -6	0.026	-36	7	-1	4	-8	-7	-22
N#CCSc1nnc(COc2ccc3ccccc3c2)o1
→ -6	-0.4	-14	26	-5	39	-12	2	10
CC(C)C(=O)Nc1cccc(NC(=S)NC(=O)c2ccc([N+](=O)[O-])cc2)c1
→ -4	-0.0049	5	-6	2	9	-10	-19	-32
CCCCOC(=O)Nc1ccc(C(N)=O)cc1
→ 4	0.31	20	12	2	10	6	8	21
CCOc1ccc(C(=S)N2CCOCC2)cc1OC
→ -1	-0.027	-17	-12	.	-5	-7	8	-27
Cc1c(C#N)c2ccccc2n1CC(=O)NCc1cccnc1
→ 2	-1.2	-10	-56	3	-46	7	29	-1
Cc1cccc[n+]1C1C(c2ccccc2)C(C#N)=C(C(=C=[N-])C#N)NC1(O)C1CC1 (stereo unspecified)
→ 31	.	3	-40	2	-25	-3	-3	-11
CC(C(=O)O)C1SC(=O)NC1=O (stereo unspecified)
→ 16	-1.1	-15	0	-12	4	-6	2	17
Cc1cc(C)cc(N2CC34C=CC(O3)C(C(=O)OCC(=O)NCc3ccco3)C4C2=O)c1 (stereo unspecified)
→ 4	0.74	25	-11	-10	-6	-16	0	-7
COC(=O)c1cc2occc2n1Cc1c(F)cccc1Cl
→ 4	-0.0089	-30	-8	-6	5	-8	8	-8
CCOC(=O)CNC(=O)c1ccc2c(c1)OCCO2
→ 5	0.087	-15	3	1	-22	-3	-3	-9
CCCC(=O)Nc1nc2ccc(OCC)cc2s1
→ -9	0.42	-2	21	8	-8	-3	2	17
O=C(COC(=O)c1cccnc1Cl)c1ccc(Cl)cc1Cl
→ .	-1.1	2	11	7	24	-5	10	-2
N#Cc1c(N)c(C(=O)c2ccc(Cl)cc2)n2c1CCC2
→ 7	0.39	-25	-72	0	-5	-6	8	-5
CCOC(=O)c1nc(S(C)(=O)=O)ncc1Cl
→ .	0.38	-50	-14	29	30	-13	16	14
CCCOc1ccc(S(=O)(=O)NCc2ccc(OC)cc2)cc1
→ -21	-0.8	-30	5	1	-11	-2	3	5
CCOc1ccc(S(=O)(=O)Nc2cc(Sc3ncn[nH]3)c3oc(=O)sc3c2)cc1
→ 3	-0.15	4	-4	13	-12	4	-8	12
O=C(NC1CCCC1)c1ccc(S(=O)(=O)N2CCCC2)cc1
→ 7	0.44	14	-19	5	-6	-7	-4	-17
CCOc1cc2c3c(c1)C(C)CC(C)(C)N3C(=O)C2=O (stereo unspecified)
→ 0	-1	-16	-72	6	8	-14	-6	25
C/C(CC1(O)C(=O)N(C)c2ccccc21)=N\O (stereo unspecified)
→ 13	-0.18	-23	-243	5	23	-3	7	-27
c1ccc2oc(SCc3cn4ccsc4n3)nc2c1
→ -10	-0.026	12	-28	27	-12	-16	15	0
CC(C)Cn1cc(C(=O)N2CCN(c3ccccn3)CC2)c2c3ccccc3n(C)c2c1=O
→ -3	0.82	2	-8	-3	-29	-9	1	-2
COc1cc(/C=C(\C#N)C(=O)NCC2CCCO2)c([N+](=O)[O-])cc1OC (stereo unspecified)
→ 6	0.049	-15	-21	3	-22	-15	2	12
CCCOC(=O)CSc1nc(N)c(C#N)c(CC)c1C#N
→ -4	-0.41	4	-15	-2	-6	-15	5	5
Cc1cc(S(=O)(=O)Nc2c(C(=O)O)[nH]c3ccccc23)ccc1F
→ 31	-0.49	.	5	-4	4	-11	.	7
CCC(C)N1CC(O)=C(c2nc3ccccc3[nH]2)C1=N (stereo unspecified)
→ -15	0.93	-16	4	7	1	-12	22	2
CN1CCN(S(=O)(=O)c2cccc(C(=O)N(c3ccccn3)C3CCCCC3)c2)CC1
→ 5	-0.12	-33	8	4	15	-5	-31	-40
Cc1ccc(S(=O)(=O)c2ccccc2)cc1S(=O)(=O)N1CCOCC1
→ -6	0.23	-16	8	.	-6	-12	0	-21
Cc1cccc(OCC(=O)OC2CCN(C)CC2)c1
→ -26	-0.17	-30	-4	.	10	-9	-20	13
COc1ccc(Cn2nnnc2C(c2cccs2)N2CCN(c3ccccc3)CC2)cc1 (stereo unspecified)
→ 6	-0.39	-8	7	-11	1	-2	-6	-6
O=C(c1cnn2c(C(F)(F)F)cc(-c3ccc4c(c3)OCO4)nc12)N1CCCC1
→ 4	-0.22	-10	-4	-9	29	-2	2	12
CCC(C)[C@H](NC(=O)NCc1ccco1)C(=O)O (stereo partly specified)
→ -2	-2	-36	-28	0	0	-16	1	-15
CC1Cc2ccccc2N1C(=O)Cn1cc([N+](=O)[O-])cn1 (stereo unspecified)
→ -16	-0.16	4	-23	1	-35	-11	4	33
COc1nnc(OC)c2ccccc12
→ -10	-0.19	-13	2	11	5	-11	9	16
O=C(Nc1ccc(F)cc1)c1cccc2c1C(=O)N(Cc1ccccn1)C2
→ 8	-0.036	-3	94*	0	-4	-11	-14	-2
CC(C)NC(=O)C1CCN(C(=O)c2ccc(-c3ccccc3)cc2)CC1
→ -8	0.07	-3	22	2	-4	-1	20	-15
CCN(CC)c1nc(-c2ccc(Cl)cc2)cc(C(F)(F)F)c1C#N
→ -38	-1.1	-28	-89	-17	4	-14	-15	23

Entries of single compounds, looked up by structure:
Profile of COc1ccc(Cn2nnnc2C(c2cccs2)N2CCN(c3ccccc3)CC2)cc1 (stereo unspecified) = sEH inh = 6; hDAT+cocaine = -0.39; HUVEC tox TNFa = -8; HUVEC tox IL1B = 7; Ecoli WT expand = -11; cytoskel mod = 1; PLK1 inh = -2; VCAM1 TNFa inh = -6; PLK1 PBD inh = -6
Profile of COc1nnc(OC)c2ccccc12 = sEH inh = -10; hDAT+cocaine = -0.19; HUVEC tox TNFa = -13; HUVEC tox IL1B = 2; Ecoli WT expand = 11; cytoskel mod = 5; PLK1 inh = -11; VCAM1 TNFa inh = 9; PLK1 PBD inh = 16

Next part
Each structure is followed by: sEH inh	hDAT+cocaine	HUVEC tox TNFa	HUVEC tox IL1B	Ecoli WT expand	cytoskel mod	PLK1 inh	VCAM1 TNFa inh	PLK1 PBD inh
Cn1c(=O)c2c(ncn2Cc2cccc(Cl)c2)n(C)c1=O
→ -17	-0.061	-8	11	4	-5	2	4	-7
O=C(Nc1cccc(C(=O)N2CCOCC2)c1)c1cccnc1
→ -4	-1.1	-2	-36	6	-6	-19	10	-11
CC(NC(=O)c1cccnc1)C(c1cccs1)N1CCN(C)CC1 (stereo unspecified)
→ -4	-0.72	-16	-4	-5	0	-17	-6	21
CCCCNC(=O)CSc1nnc(-c2c[nH]c3ccccc23)n1CC1CCCO1 (stereo unspecified)
→ 6	0.0011	-15	5	1	2	-3	4	-6
CCOc1ccc(CN(Cc2ccco2)S(=O)(=O)c2ccc(-n3cnnn3)c(OC)c2)cc1
→ 3	0.35	1	-2	-8	-9	-5	6	-18
Cc1cc(C(=O)NCc2cccs2)cs1
→ 4	0.5	-2	-127	30	-4	-10	11	-16
Cc1cc(=O)[nH]c2c1c(C)nn2C1CCOC(C)(C)C1 (stereo unspecified)
→ -8	-0.14	-10	38	1	-12	-9	13	-24
CCN(C(=O)c1cc2cc3ccc(C)cc3nc2o1)c1ccc(OC)cc1
→ -12	1.1	-30	31	-15	25	-9	8	-16
C=CCC(O)(CCN1CCCCC1)c1ccccc1 (stereo unspecified)
→ 5	-0.69	-12	-17	2	-9	-9	-5	3
Cc1ccccc1-c1nnc(SCc2ccccc2F)o1
→ .	-0.23	-16	20	-9	-18	5	12	20
COc1ccc(F)cc1S(=O)(=O)N1CC(C)CC(C)C1 (stereo unspecified)
→ -13	2.1	-37	8	11	.	3	7	22
CN1CCN(CCC(=O)Nc2ccc3c(c2)OCO3)CC1
→ -10	-0.85	1	3	.	-42	-13	2	-8
CCCC(=O)N1CCN(c2ccc(NC(=O)c3ccc(Br)o3)cc2)CC1
→ 20	0.015	-16	-20	4	-20	-11	-10	-14
CCNS(=O)(=O)c1ccc(NC(=O)Nc2cccc(OC)c2)cc1
→ 77	0.42	.	-14	19	.	-7	.	16
O=S(=O)(NCc1cccnc1)c1ccc(Cl)s1
→ -10	.	37	90*	4	-22	-8	-1	2
Cc1cc(C)nc(NS(=O)(=O)c2ccc(NC(=O)c3cccs3)cc2)n1
→ -6	0.076	14	-29	-5	-9	-6	-4	-19
CC(=O)Nc1ccc(NS(=O)(=O)c2cccc3ccccc23)cc1
→ 5	0.38	-8	25	0	-25	-28	22	8
